# NFkB binder = NF-kappa-B p105 (human) binding; 17,000 compounds, 1.3% hits; Small molecule microarray, anti-His fluorescence binding; AID 624139; calls only; P19838;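 active = spot fluorescence over background significantly raised, with a chance value under 7% in all four replicate spots of the compound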;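 also: probe protein is his-tagged human p50 processed subunit at 1 µg/ml; raw spot fluorescence signals with no normalization applied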
# Target sequence (P19838 1-433 limits assumed): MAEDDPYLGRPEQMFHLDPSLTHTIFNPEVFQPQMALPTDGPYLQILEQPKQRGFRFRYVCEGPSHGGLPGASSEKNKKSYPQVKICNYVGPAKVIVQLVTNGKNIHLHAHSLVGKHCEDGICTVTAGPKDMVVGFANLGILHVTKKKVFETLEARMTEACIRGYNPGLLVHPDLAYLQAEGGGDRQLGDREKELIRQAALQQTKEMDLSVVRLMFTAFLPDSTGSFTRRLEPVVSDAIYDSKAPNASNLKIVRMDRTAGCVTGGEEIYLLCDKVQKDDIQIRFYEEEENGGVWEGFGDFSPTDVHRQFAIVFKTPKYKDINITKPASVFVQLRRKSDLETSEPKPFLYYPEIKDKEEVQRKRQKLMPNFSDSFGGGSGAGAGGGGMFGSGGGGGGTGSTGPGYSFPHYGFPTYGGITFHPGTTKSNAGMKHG
# Calls only; i = inactive; + = active, no number. This is a subset; rates above refer to the full screens.
# A first look, 3 compounds:
SMILES	NFkB binder
C[C@@H]1CN([C@@H](C)CO)C(=O)Cc2cc(NC(=O)Nc3cccc4ccccc34)ccc2O[C@@H]1CN(C)C(=O)NC1CCCCC1	i
CC(C)NC(=O)Nc1ccc2c(c1)C(=O)N([C@@H](C)CO)C[C@H](C)[C@H](CN(C)S(=O)(=O)c1cn(C)cn1)OCCCC[C@@H](C)O2	i
COc1c(Br)cc2c(cc(C)n2-c2ccccc2)c1OCC(O)CNC(C)C (configuration not stated)	i

# Results, previewed entries included:
SMILES	NFkB binder
C[C@@H]1CN([C@@H](C)CO)C(=O)Cc2cc(NC(=O)Nc3cccc4ccccc34)ccc2O[C@@H]1CN(C)C(=O)NC1CCCCC1	i
CC(C)NC(=O)Nc1ccc2c(c1)C(=O)N([C@@H](C)CO)C[C@H](C)[C@H](CN(C)S(=O)(=O)c1cn(C)cn1)OCCCC[C@@H](C)O2	i
COc1c(Br)cc2c(cc(C)n2-c2ccccc2)c1OCC(O)CNC(C)C (configuration not stated)	i
C[C@@H]1CN([C@H](C)CO)C(=O)c2cc(NC(=O)Nc3ccc4c(c3)OCO4)ccc2O[C@@H]1CN(C)Cc1ccc(C(=O)O)cc1	i
Cc1noc(C)c1NC(=O)N(C)C[C@@H]1Oc2c(NC(=O)C3CCOCC3)cccc2C(=O)N([C@@H](C)CO)C[C@H]1C	i
CC1(CO)CC(=O)CC2(C)C3=C(CCC12)C(=O)OC3 (configuration not stated)	i
C[C@H](CO)N1C[C@H](C)[C@H](CN(C)C(=O)NC2CCCCC2)Oc2c(NS(=O)(=O)c3ccccc3)cccc2C1=O	i
CNC[C@H]1Oc2ccc(N(C)C)cc2CC(=O)N([C@@H](C)CO)C[C@@H]1C	i
C[C@H]1CN([C@@H](C)CO)C(=O)c2cc(NC(=O)Cn3cnnn3)ccc2O[C@H]1CN(C)Cc1ccc(Cl)c(Cl)c1	i
C[C@@H]1CN([C@@H](C)CO)C(=O)Cc2cc(NS(=O)(=O)c3ccccc3)ccc2O[C@@H]1CN(C)C(=O)Nc1ccc(C(F)(F)F)cc1	i
C[C@H](CO)N1C[C@H](C)[C@@H](CN(C)C(=O)Nc2ccccc2)Oc2ccc(NC(=O)c3ccncc3)cc2CC1=O	i
CCOC(=O)c1c(NC(=O)Cn2cnc3sc(C)c(C)c3c2=O)sc(C)c1C	i
C#CCNC(=O)C1=C[C@@H](c2ccc3c(c2)OCO3)C[C@@H](OCc2ccc(CO)cc2)O1	i
Cc1noc(C)c1S(=O)(=O)Nc1cccc2c1O[C@@H](CN(C)C)[C@@H](C)CN([C@H](C)CO)C2=O	i
C[C@@H]1CN([C@H](C)CO)C(=O)c2cc(NC(=O)c3ccncc3)ccc2O[C@H]1CN(C)C(=O)NC1CCCCC1	i
CCO[C@@H]1OC(C(=O)O)=C[C@H](C2CC2)[C@H]1CCCO	i
C[C@@H]1CN([C@@H](C)CO)C(=O)c2cc(NC(=O)c3ccncc3)ccc2O[C@@H](C)CCCCO[C@H]1CN(C)C(=O)Nc1cccc2ccccc12	+
COc1ccccc1NC(=O)CN1C(=O)NC(C)(C)C1=O	i
Cc1cc(C)cc(NC(=O)Cn2cc(C(=O)c3cccs3)c3ccccc32)c1	i
CC(C)(C)c1cn2c3ccccc3nc2n1CCN1CCOCC1	i
COc1ccccc1Nc1nc(N)nc(CN(C)C2CCCCC2)n1	i
C[C@H](CO)N1C[C@H](C)[C@@H](CN(C)Cc2ccc(C(=O)Nc3ccccc3N)cc2)Oc2ccc(NC(=O)Cc3ccccc3)cc2CC1=O	i
Cc1ccc(S(=O)(=O)NCCSc2nnc(Nc3ccccc3)s2)cc1	i
C[C@@H]1CN([C@@H](C)CO)C(=O)c2cc(NS(=O)(=O)c3cn(C)cn3)ccc2O[C@H]1CN(C)Cc1ccccc1	i
C[C@@H]1CCCCO[C@@H](CN(C)C(=O)Nc2cccc3ccccc23)[C@H](C)CN([C@H](C)CO)C(=O)c2cc(NC(=O)Nc3ccc(F)cc3)ccc2O1	+
CC(C)NC(=O)N(C)C[C@@H]1OCCCC[C@H](C)Oc2ccc(NC(=O)C3CCCCC3)cc2C(=O)N([C@H](C)CO)C[C@@H]1C	i
C[C@@H]1CN([C@H](C)CO)C(=O)CCCn2nncc2CO[C@@H]1CN(C)Cc1ccccc1	i
C[C@H](CO)N1C[C@H](C)[C@H](CN(C)C(=O)Nc2ccc3c(c2)OCO3)Oc2ccc(N(C)C)cc2CC1=O	i
CC1(C)Oc2ccc3ccc(=O)oc3c2[C@@H](O)[C@H]1O[C@@H]1O[C@H](CO)[C@@H](O)[C@H](O)[C@H]1O	i
C[C@H]1CN([C@@H](C)CO)C(=O)Cc2cc(NC(=O)Nc3cccc4ccccc34)ccc2O[C@@H]1CN(C)C(=O)NC1CCCCC1	i
CNC[C@@H]1Oc2c(NS(=O)(=O)c3c(C)noc3C)cccc2C(=O)N([C@H](C)CO)C[C@H]1C	i
C[C@@H]1CN([C@H](C)CO)C(=O)Cc2cc(NS(=O)(=O)c3cccs3)ccc2O[C@@H]1CN(C)S(=O)(=O)c1ccccc1	i
C[C@H](CO)N1C[C@H](C)[C@@H](CN(C)C(=O)Cc2ccccc2)OCCCC[C@H](C)Oc2ccc(NS(C)(=O)=O)cc2C1=O	i
COCCOC(=O)N1C(=O)[C@@]2(c3ccccc31)[C@H](c1ccc(OCCO)cc1)N1[C@H](c3ccccc3)[C@H](c3ccccc3)OC(=O)[C@H]1[C@@H]2C(=O)NC[C@H](O)c1ccccc1	i
Cc1noc(C)c1NC(=O)N(C)C[C@@H]1Oc2c(NC(=O)c3ccc(-c4nccs4)cc3)cccc2C(=O)N([C@H](C)CO)C[C@H]1C	i
Cc1noc(C)c1C(=O)NCCCN1CCCC1=O	i
CC(=O)Oc1ccccc1N(C(C)=O)S(=O)(=O)c1ccc2ccccc2c1	i
O=C(NCc1nc2ccccc2[nH]1)C1=C[C@H](C2CCCCC2)C[C@H](OCCCCO)O1	i
C[C@@H]1CCCCO[C@H](CN(C)S(=O)(=O)c2cccs2)[C@@H](C)CN([C@H](C)CO)C(=O)c2cc(NC(=O)Cc3ccccc3)ccc2O1	i
CC(C)NC(=O)N(C)C[C@@H]1Oc2ccc(NC(=O)CCCN(C)C)cc2CC(=O)N([C@H](C)CO)C[C@@H]1C	i
C[C@H](CO)N1C[C@H](C)[C@@H](CN(C)S(=O)(=O)c2cccs2)Oc2c(NS(=O)(=O)c3ccc(Cl)cc3)cccc2C1=O	i
Cc1noc(C)c1NC(=O)N(C)C[C@@H]1Oc2ccc(N(C)C)cc2CC(=O)N([C@@H](C)CO)C[C@H]1C	i
CCNc1nc(NCC)nc(OCC#N)n1	i
C[C@@H]1CN([C@H](C)CO)C(=O)Cc2cc(NC(=O)Nc3ccccc3)ccc2O[C@@H]1CN(C)C(=O)NC1CCCCC1	i
C[C@@H]1CN([C@@H](C)CO)C(=O)Cc2cc(NS(=O)(=O)c3ccccc3)ccc2O[C@@H]1CN(C)C(=O)Nc1ccccc1	i

# Reprinted at random: 6 entries already listed.
SMILES	NFkB binder
CC1(C)Oc2ccc3ccc(=O)oc3c2[C@@H](O)[C@H]1O[C@@H]1O[C@H](CO)[C@@H](O)[C@H](O)[C@H]1O	i
CCNc1nc(NCC)nc(OCC#N)n1	i
Cc1cc(C)cc(NC(=O)Cn2cc(C(=O)c3cccs3)c3ccccc32)c1	i
C[C@@H]1CN([C@@H](C)CO)C(=O)Cc2cc(NS(=O)(=O)c3ccccc3)ccc2O[C@@H]1CN(C)C(=O)Nc1ccccc1	i
Cc1noc(C)c1NC(=O)N(C)C[C@@H]1Oc2c(NC(=O)c3ccc(-c4nccs4)cc3)cccc2C(=O)N([C@H](C)CO)C[C@H]1C	i
CC(C)(C)c1cn2c3ccccc3nc2n1CCN1CCOCC1	i

# Next section.
SMILES	NFkB binder
COc1cc2c(cc1O)C(c1cccs1)N(Cc1cccc(OC(F)(F)F)c1)CC2 (configuration not stated)	i
C[C@H]1CN([C@@H](C)CO)C(=O)c2cc(NC(=O)Nc3ccc4c(c3)OCO4)ccc2O[C@H]1CN(C)S(=O)(=O)c1ccc(F)cc1	i
CCc1ccccc1NC(=O)CSc1nc2ccc(C(=O)c3ccccc3)cc2[nH]1	i
C=CC(C)(CC/C=C(\C)C(O)CC=C(C)C)OC1OC(CO)C(O)C(O)C1O (configuration not stated)	i
C[C@H](CO)N1C[C@H](C)[C@H](CN(C)CC2CC2)Oc2ccc(NC(=O)Cc3cn(C)c4ccccc34)cc2CC1=O	i
Cc1ccc(-c2cn3c4c(sc3n2)CCCC4)cc1	i
Cc1cc(C)c(NC(=O)CSc2nncc3ccccc23)c([N+](=O)[O-])c1	i
Cc1ccc2c(CC(=O)NCc3ccco3)coc2c1C	i
O=C1C(=O)N(CCc2ccccc2)C(c2ccco2)C1C(=O)c1cc2ccccc2o1 (configuration not stated)	i
C[C@H]1CN([C@@H](C)CO)C(=O)c2cccc(NS(=O)(=O)c3ccc(F)cc3)c2O[C@H]1CN(C)C(=O)NC1CCCCC1	i
C[C@@H]1CN([C@H](C)CO)C(=O)Cc2cc(NC(=O)Cc3cn(C)c4ccccc34)ccc2O[C@H]1CN(C)C(=O)Nc1ccc(F)cc1	i
COc1cc(-c2c(C)cc(O)cc2O[C@@H]2O[C@H](CO)[C@@H](O)[C@H](O)[C@H]2O)oc(=O)c1	i
O=C(CCCN1CCC(O)(c2ccc(Br)cc2)CC1)c1ccc(F)cc1	i
CC(C)NC(=O)N(C)C[C@@H]1OCCCC[C@H](C)Oc2ccc(NC(=O)Nc3ccc4c(c3)OCO4)cc2C(=O)N([C@@H](C)CO)C[C@H]1C	i
Cc1cc(C(=O)Nc2cccc3c2O[C@@H](CN(C)C(=O)Nc2ccccc2)[C@@H](C)CN([C@H](C)CO)C3=O)n(C)n1	i

# Next part.
canonical_smiles	NFkB binder
C[C@H](CO)N1C[C@H](C)[C@H](CN(C)Cc2ccccc2)Oc2ncc(-c3cccc(F)c3)cc2C1=O	i
Cc1c(Cl)c(C(F)(F)F)nn1CCCNC(=O)Nc1cccc([N+](=O)[O-])c1	i
COc1ccc(NC(=O)N(C)C[C@H]2Oc3c(NS(=O)(=O)c4cccs4)cccc3C(=O)N([C@H](C)CO)C[C@H]2C)cc1	i
O=C(NCc1ccco1)C1CCC(N2C(=O)C3C4CCC(C4)C3C2=O)CC1 (configuration not stated)	i
C[C@@H]1CCCCO[C@H](CN(C)C(=O)Cc2ccccc2)[C@@H](C)CN([C@@H](C)CO)C(=O)c2cc(NC(=O)Nc3ccc(F)cc3)ccc2O1	i
C[C@@H]1CN([C@@H](C)CO)C(=O)c2cccc(NS(=O)(=O)c3ccccc3)c2O[C@H]1CN(C)C	i
O=C(Nc1ccccc1)C1=C[C@@H](C2CCCCC2)C[C@@H](OCc2ccc(CO)cc2)O1	i
Cc1noc(C)c1NC(=O)N(C)C[C@H]1OCCCC[C@@H](C)Oc2ccc(NC(=O)CCC(F)(F)F)cc2C(=O)N([C@@H](C)CO)C[C@@H]1C	i
COc1ccc(Nc2nc(N)nc(CSc3nccn3C)n2)cc1	i
C[C@@H]1CN([C@@H](C)CO)C(=O)c2cc(NC(=O)CCCN(C)C)ccc2O[C@H]1CN(C)Cc1ccc2c(c1)OCO2	i
CCCCCCCCc1ccc(-c2ccc(C(=O)O)cc2)cc1	i
Cc1noc(C)c1NC(=O)Nc1ccc2c(c1)CC(=O)N([C@H](C)CO)C[C@H](C)[C@H](CN(C)Cc1ccc(C(F)(F)F)cc1)O2	i
Cc1noc(C)c1S(=O)(=O)Nc1ccc2c(c1)C(=O)N([C@@H](C)CO)C[C@@H](C)[C@H](CN(C)C(=O)Cc1ccccc1)OCCCC[C@@H](C)O2	i
CC(C)NC(=O)N(C)C[C@H]1Oc2ccc(NC(=O)CCCN(C)C)cc2CC(=O)N([C@@H](C)CO)C[C@@H]1C	i
Cc1noc(C)c1NC(=O)N(C)C[C@H]1OCCCC[C@H](C)Oc2ccc(NC(=O)NC(C)C)cc2C(=O)N([C@H](C)CO)C[C@@H]1C	i
COc1ccc(S(=O)(=O)N(C)C[C@@H]2Oc3ccc(NS(=O)(=O)c4cccs4)cc3C(=O)N([C@@H](C)CO)C[C@H]2C)cc1	i
C[C@H]1CCCCO[C@H](CN(C)Cc2ccccc2)[C@@H](C)CN([C@@H](C)CO)C(=O)c2cc(NS(=O)(=O)c3ccc(F)cc3)ccc2O1	i
C[C@H](CO)N1C[C@H](C)[C@@H](CN(C)CC2CC2)Oc2ccc(NS(=O)(=O)c3cn(C)cn3)cc2CC1=O	i
C[C@@H]1CN([C@@H](C)CO)C(=O)c2cccc(N(C)C)c2O[C@H]1CN(C)S(=O)(=O)c1ccc(Cl)cc1	i
COc1ccc(CN(C)C[C@H]2Oc3ccc(NC(=O)C4CC4)cc3CC(=O)N([C@H](C)CO)C[C@@H]2C)cc1	i
COc1ccc(NC(=O)Nc2ccc3c(c2)CC(=O)N([C@@H](C)CO)C[C@@H](C)[C@H](CN(C)S(=O)(=O)c2ccc(C)cc2)O3)cc1	i
COc1ccc(NC(=O)N(C)C[C@@H]2Oc3c(cccc3N(C)C)C(=O)N([C@@H](C)CO)C[C@@H]2C)cc1	i
C[C@H](CO)N1C[C@H](C)[C@@H](CN(C)Cc2ccc(Cl)c(Cl)c2)Oc2ccc(NC(=O)c3ccncc3)cc2C1=O	i
COC(=O)C1=CO[C@@H](O[C@@H]2O[C@H](CO)[C@@H](O)[C@H](O)[C@H]2O)[C@H]2[C@@H]1[C@H](OC(=O)/C=C/c1ccc(O)cc1)C[C@]2(C)OC(C)=O	i
COc1cc2c(cc1NC(=O)CSc1nnc(N)s1)oc1ccccc12	i
Cc1noc(C)c1NC(=O)N(C)C[C@@H]1Oc2ccc(NS(=O)(=O)c3cn(C)cn3)cc2CC(=O)N([C@@H](C)CO)C[C@H]1C	i
CC1CC(=O)c2cc(O)c(O)cc2C1 (configuration not stated)	i
COc1ccc(S(=O)(=O)N(C)C[C@H]2Oc3c(NC(=O)c4ccc(-c5nccs5)cc4)cccc3C(=O)N([C@H](C)CO)C[C@@H]2C)cc1	i
CCn1c(SCC(=O)N2CCc3ccccc32)nnc1-c1ccco1	i
Cc1ccc(S[C@]2(C(=O)NC(C)C)CC(=O)N(C3CCCCC3)[C@@H]2c2ccc(CO)cc2I)cc1	i
